# MT1-MMP act inh: MT1-MMP (human) activation inhibition; GFP/RFP ratio change, % at 20 µM; HT1080 RFP-PRO-GFP cells, GFP/RFP ratio fluorescence, overnight; percent of plate control window, DMSO zero; actives 0.061% (n = 360,000);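 active = GFP/RFP ratio change of at least 30% with cell ATP level not reduced by more than half and red fluorescence within 50% of control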; also: strong numbers were not always called active
#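 Read-out: GFP/RFP fluorescence ratio; Test system: RFP-PRO-GFP reporter HT1080 cells; Compound dosing: single-point 20 µM compound, 1% DMSO; Times: overnight compound exposure at 37 °C.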
# CSN deneddyl inh: blocks human CSN-mediated cullin deneddylation; Purified CSN, SCF-Nedd8-OG deneddylation, fluorescence polarization; Q92905; inhibition, % at 12.5 µM; actives 0.38% (n = 360,000);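 active = pattern-corrected inhibition above about 35%, with an unprinted fluorescence ratio check between 0.5 and 1.5, limit read from the data, passing the limit was not always enough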;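 also: 0% = enzyme with substrate and 100% = substrate without enzyme; some results filed as inactive read as strong as hits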
#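 Test system: Human Csn5 produced in HEK293T cells | Compound: 12.5 µM single point | Times: 90 min, room temperature | Signal: Fluorescence polarization readout | Read-out basis: % inhibition of substrate cleavage by Csn5 | Controls: no-enzyme wells high, enzyme-with-substrate wells low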
# FAS TE block: FAS thioesterase (human) inhibition; AID 602261; actives 0.67% (n = 360,000); inhibition, % at 15 µM; recombinant FAS-TE, OMFH fluorogenic substrate, fluorescence endpoint; P49327;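 active = compounds whose normalised, plate-corrected inhibition of enzyme fluorescence in the single-dose primary screen is 50% or more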;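 also: 0% = DMSO with enzyme and 100% = substrate without enzyme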
# MLLE-PAM2 inh: inhibitors of microRNA-mediated deadenylation, human PABP1 MLLE binding; actives 0.36% (n = 360,000); GST-MLLE / FITC-PAM2 fluorescence polarization; AID 588489; inhibition, % at 20 µM; in the data active = inhibition above about 35%, passing the limit was not always enough;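 also: plate controls were DMSO wells with GST-MLLE for no effect and wells lacking GST-MLLE protein for full effect; some results filed as inactive read as strong as hits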
# eLon inh: inhibitors of E. coli Lon protease; P0A9M0; purified E. coli Lon protease, fluorescence polarization; inhibition, % at 7.94 µM; actives 0.42% (n = 360,000); in the data active = inhibition above about 13%, passing the limit was not always enough;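 also: 0% = enzyme with probe and DMSO and 100% = no enzyme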
# Rin1 Abl inh: blocks binding of human Rin1 to Abl | P00519+Q13671 | TR-FRET Rin1/Abl binding, biochemical | inhibition, % at 7.35 µM | actives 0.4% (n = 360,000); in the data active = inhibition above about 5%, passing the limit was not always enough
# Rpn11 block: blocks the human proteasome subunit Rpn11 | O00487 | human 26S proteasome, Ub4-pepOG fluorescence polarization; 20S core pre-blocked with epoxomicin | calls only at 20 µM | actives 0.59% (n = 360,000) | AID 588493;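 active = inhibition at 20 µM, scaled to each plate's controls, above about 33%, limit read from the data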
# MsrA inhibitor: inhibits bovine methionine sulfoxide reductase A | purified bovine MsrA, absorbance read-out | inhibition, % at 15.5 µM | actives 0.75% (n = 360,000) | AID 651718; in the data active = inhibition above about 4.5%;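 also: 0% = vehicle wells with enzyme and 100% = reference inhibitor wells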
# MsrA act: activators of bovine methionine sulfoxide reductase A. purified bovine MsrA, absorbance read-out. activation, % at 10.6 µM. actives 0.3% (n = 360,000). AID 602163; in the data active = activation above about 7.5%;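 also: 0% = vehicle and 100% = reference activator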
# Active calls of the source: *; i = inactive; x = not tested or not shown; + = active, no number.
SMILES,MT1-MMP act inh,CSN deneddyl inh,FAS TE block,MLLE-PAM2 inh,eLon inh,Rin1 Abl inh,Rpn11 block,MsrA inhibitor,MsrA act
COc1ccc(/C=N/NC(=O)c2ccccc2[N+](=O)[O-])cc1CN1CCc2cc(OC)c(OC)cc2C1C (configuration not stated),9,-3,-2,12,-4,-3,i,1.7,-3
CCOC(=O)C1C2C=CC3(CN(Cc4ccco4)C(=O)C13)O2 (configuration not stated),-3,-3,-11,4,-8,0,i,1.5,-5
C=C(C)C1CC=C(CN2CC(C)OC(C)C2)CC1 (configuration not stated),5,0,-4,6,-3,2,i,0.0,-3
COc1ccc(NC(=O)CC2(CC(=O)O)CCCC2)cn1,-1,2,-2,13,4,1,i,-0.6,-9
O=C(OCC(=O)N1CCCc2ccccc21)c1ccc(C(F)(F)F)cc1,x,-5,10,9,19,6,i,0.5,-10
COc1cc(/C=C2\SC(=S)N(CC(=O)O)C2=O)ccc1OC(=O)c1ccco1,3,12,2,11,-19,-2,i,1.1,-2
CCCOC(=O)c1ccc(-c2ccc(C=O)o2)cc1,0,-1,12,7,5,-3,i,4.0,-6
CC(=O)Nc1ccc(S(=O)(=O)NC2CC2)cc1,1,-3,-5,-2,9,-2,i,0.6,-1
Cc1cc2oc(C(=O)Nc3ccc(S(=O)(=O)N4CCCC(C)C4)cc3)cc(=O)c2cc1Cl (configuration not stated),-1,-16,-1,2,-1,-2,i,-0.4,-2
Cc1cc(C)cc(C(=O)NCC(=O)OCC(=O)N(C)C2CCS(=O)(=O)C2)c1 (configuration not stated),5,-13,-8,-3,-1,-1,i,-0.8,-5
COC(=O)NCN1C(=O)C2C3C=CC(C3)C2C1=O (configuration not stated),-5,0,-7,-3,7,6,i,2.3,-5
CC(C)(CCO)Nc1ncnc2onc(-c3ccc(F)cc3)c12,-6,-1,-1,-5,0,3,i,-0.7,-4
Cn1c(SCC(=O)NCCc2ccccc2)nnc1C1CCCCC1,-2,2,-2,-1,1,2,i,0.2,-2
CC(=O)Nc1cccc(/C(C)=N\NC(=O)c2ccc(Cn3nc([N+](=O)[O-])c(Cl)c3C)o2)c1,-2,-3,4,5,9,-4,i,1.2,-1
CCOC(=O)/C(=C\c1ccccc1)C(=O)CCN1CCOCC1,-1,-2,-10,15,1,2,i,0.5,-2
CCCN(C(=O)c1nc2nc(C)cc(C)n2n1)c1c(N)n(Cc2ccccc2)c(=O)[nH]c1=O,-5,1,-9,0,-16,0,i,-0.4,-3
CCOc1ccccc1Nc1ccc(C(=O)O)cc1[N+](=O)[O-],1,-6,-2,-2,-16,-1,i,0.8,-4
CCn1c(SCC(=O)NNC(=O)c2ccc(C)cc2)nnc1-c1ccco1,-1,-8,-3,-11,-10,0,i,-0.2,-5
N#Cc1cc2c(nc1SCc1ccc(Cl)cc1)CCCC2,2,-2,29,13,10,0,i,-0.1,-2
O=C(CS(=O)CC(=O)NC12CC3CC(CC(C3)C1)C2)Nc1ccc(F)cc1 (configuration not stated),1,5,0,1,-9,2,i,-0.5,-3
Cc1ccc(CS(=O)Cc2ccc(C(=O)NCc3cccs3)o2)cc1 (configuration not stated),4,-1,-2,-2,-2,-1,+,-0.4,-1
COc1ccc(CNS(=O)(=O)c2ccc(-n3cnnn3)c(OC)c2)cc1,0,2,3,16,2,2,i,-0.5,-2
O=C(c1cc(-c2ccccc2)nc2ccccc12)N1CCCC1,-2,5,-6,-6,-21,2,i,1.1,0
CCOC(=O)c1ccc(NC(=O)c2ccccc2C)cc1,18,-3,4,-9,0,-1,i,0.3,-6
CC(=O)NC(=S)Nc1cccc([N+](=O)[O-])c1,1,2,2,11,1,1,i,0.7,-8

# 3 successive entries out of the list so far:
SMILES,MT1-MMP act inh,CSN deneddyl inh,FAS TE block,MLLE-PAM2 inh,eLon inh,Rin1 Abl inh,Rpn11 block,MsrA inhibitor,MsrA act
C=C(C)C1CC=C(CN2CC(C)OC(C)C2)CC1 (configuration not stated),5,0,-4,6,-3,2,i,0.0,-3
COc1ccc(NC(=O)CC2(CC(=O)O)CCCC2)cn1,-1,2,-2,13,4,1,i,-0.6,-9
O=C(OCC(=O)N1CCCc2ccccc21)c1ccc(C(F)(F)F)cc1,x,-5,10,9,19,6,i,0.5,-10

# A different layout for part of the listing above:
Structure | MT1-MMP act inh | CSN deneddyl inh | FAS TE block | MLLE-PAM2 inh | eLon inh | Rin1 Abl inh | Rpn11 block | MsrA inhibitor | MsrA act
C=C(C)C1CC=C(CN2CC(C)OC(C)C2)CC1 (configuration not stated) | 5 | 0 | -4 | 6 | -3 | 2 | i | 0.0 | -3
COc1ccc(NC(=O)CC2(CC(=O)O)CCCC2)cn1 | -1 | 2 | -2 | 13 | 4 | 1 | i | -0.6 | -9

# Carrying on:
SMILES,MT1-MMP act inh,CSN deneddyl inh,FAS TE block,MLLE-PAM2 inh,eLon inh,Rin1 Abl inh,Rpn11 block,MsrA inhibitor,MsrA act
O=C(/C=C/c1ccc([N+](=O)[O-])cc1)OCC(=O)N1CCCC1,3,2,8,-13,15,-1,i,2.1,-9
Cc1cc(NC(=O)CS(=O)c2cn(Cc3cccc(Cl)c3)c3ccccc23)no1 (configuration not stated),-1,0,4,15,-2,-1,i,-1.6,1
CCOC(=O)c1c(SCc2ccccc2)n[nH]c1N,3,5,-8,0,0,-1,i,-0.9,-2
CC(=O)NC(CCc1ccc(Cl)c(Cl)c1)c1cccc(O)c(=O)c1 (configuration not stated),5,2,2,-6,3,-2,i,2.1,-1
O=C(CSc1ncnc2sccc12)NC1CCS(=O)(=O)C1 (configuration not stated),-3,3,-4,-20,-6,2,i,0.9,-13
COc1ccc(NC(=O)C2CCC(C(C)(C)C)CC2)cc1S(=O)(=O)N1CCCCC1 (configuration not stated),-12,7,12,-11,5,-25,i,-0.5,-1
CN1CCN(C(=O)c2cc(Br)cn2C)CC1,5,4,-5,-3,2,1,i,-0.4,-2
C/C(=N/Nc1ccnc2cc(Cl)ccc12)c1ccc(O)cc1,5,0,0,2,7,1,i,1.5,-2
O=C(Nc1ccc(Br)cc1)c1cccc(N2C(=O)C3CCCCC3C2=O)c1 (configuration not stated),5,2,14,-4,1,-1,i,-0.2,-1
C#CCOCCOCCOCCNc1nc(N2CCN(C(=O)[C@H](C(C)C)n3cc(CCO)nn3)CC2)nc(N2CCN(C(=O)[C@H](Cc3ccc(O)cc3)n3cc(CCO)nn3)CC2)n1,2,2,-13,7,-6,2,i,1.0,-3
Cn1c(=O)oc2cc(S(=O)(=O)NCc3ccc(C(=O)O)cc3)ccc21,x,17,-24,1,-23,1,x,-1.6,-7
Cc1ccc(NCC(=O)c2ccc([N+](=O)[O-])cc2)cc1,-48,6,-4,1,3,1,i,x,-1
CC1(C)Cc2nc3sc4c(=O)n(Cc5ccccc5)cnc4c3cc2CS1,8,0,18,1,-5,3,i,0.3,-10
CCN1C(=O)N(CC)C2C1N(CO)C(=O)N2CO (configuration not stated),5,-5,-2,-16,1,3,i,-0.3,-1
Cc1cc(C)cc(C(=O)NC(=S)Nc2ccc3[nH]c(=O)[nH]c3c2)c1,0,-3,-11,32,0,0,i,0.6,-14
CCN(CC)CCCNC(=S)N(CCO)Cc1cc2cc3c(cc2[nH]c1=O)OCCO3,-3,6,-4,4,-12,-2,i,2.9,-4
CC(C)CCOc1ccc(C(=O)NN2C(=O)NC3(CCCCC3)C2=O)cc1,0,1,0,8,-9,0,i,-0.9,0
Cc1ccc2cc(CN(Cc3ccco3)C(=O)C3CCCCC3)c(=O)[nH]c2c1C,5,-5,0,-9,2,-2,i,-0.6,-1
C/C(=N/NC(=O)c1ccco1)c1ccc(Br)s1,2,-1,-4,1,-7,1,i,4.2,-6
Cc1ccc(NC(=O)CCCOc2ccccc2)cc1S(=O)(=O)N1CCOCC1,1,-4,5,-10,6,1,i,-0.7,-1
CN1CCCN(C(=O)c2cc(-c3cccc4ccccc34)nc3ccccc23)CC1,0,-3,-5,10,-16,-4,i,1.9,-5
CCCCOc1nc2ccccc2nc1NS(=O)(=O)c1ccc(F)cc1,-6,0,-5,-2,-1,1,i,-0.2,-1
N#Cc1ccc(C(=O)OCC(=O)N2CCOCC2)cc1,-3,-4,-4,17,3,1,i,-0.7,-3
Cc1ccc(N2CC(C(=O)Nc3cc(C(F)(F)F)ccc3N3CCCC3)CC2=O)cc1 (configuration not stated),1,-9,21,0,3,-1,i,-0.7,-8
NC(=O)C1CCN(S(=O)(=O)Cc2ccccc2Cl)CC1,0,12,-2,-7,3,2,i,1.2,-9
SMILES,MT1-MMP act inh,CSN deneddyl inh,FAS TE block,MLLE-PAM2 inh,eLon inh,Rin1 Abl inh,Rpn11 block,MsrA inhibitor,MsrA act
Cc1nc2c3ccccc3nc(NNC(=O)CCC(=O)NC(C)C)n2n1,4,0,-15,4,-6,0,i,-0.7,3
CO/N=C/CC(=O)c1ccc(-c2ccccc2)cc1,5,-6,13,-9,-6,2,i,2.1,-4
Fc1ccc2c(c1)C(c1ccncc1)=NNC(c1ccccc1)=N2,0,-2,-8,-2,7,1,i,0.3,-3
O=C(N/N=C/C=C/c1ccccc1)C1CC1c1ccccc1 (configuration not stated),2,-1,9,-8,4,-3,i,0.2,-3
O=C(O)CCCC(=O)Nc1nc2n(n1)C(c1ccc(F)cc1)CC(c1ccc(Cl)cc1)N2 (configuration not stated),-1,2,-5,14,4,2,i,0.7,3
COc1ccccc1OCC(=O)Nc1ccccc1C(=O)NCc1cccnc1,3,-1,-4,-16,-11,-2,i,-2.4,-9
COc1cc(-c2cc(C(=O)Nc3ccc(S(=O)(=O)Nc4ncccn4)cc3)c3ccccc3n2)cc(OC)c1OC,5,3,-4,0,-5,0,i,-1.4,-1
OCC[C@@H]1C[C@H](O)[C@@H](O)[C@]2(OCc3ccc4ccccc4c32)O1,2,3,-7,1,-2,0,i,1.4,-4
C/C(Cn1cnc([N+](=O)[O-])n1)=N\NC(=O)c1ccc(F)cc1,2,3,-5,9,-5,-4,i,1.2,0
COc1ccc(CN2CCN(C(=O)c3ccc4c(c3)CCC4)CC2)cc1OC,6,-4,-3,11,3,2,i,-0.6,-2
CN(C(=O)CSc1nnc(Cc2ccccc2F)n1N)C1CCCCC1,0,-6,-4,-4,-3,3,i,-0.9,-2
O=C(CCS(=O)(=O)c1ccc(F)cc1)Nc1nnc(-c2ccco2)o1,3,3,-11,7,1,3,i,-0.2,-4
CS(=O)(=O)N1CCN(CCN2C(=O)c3cccc4cccc(c34)C2=O)CC1,2,-7,-7,-30,0,-6,i,3.1,-5
COCCN1Cc2cccc(C(=O)Nc3c(C)cc(C)cc3C)c2C1=O,x,1,-7,-1,-4,5,i,-2.1,-14
CCOc1cc(CN2CCOCC2)cc(C(C)=O)c1,0,-1,-4,-7,2,0,i,0.6,-1
COc1cccc(COc2ccc3c(C)cc(=O)oc3c2)c1,1,-1,16,0,-10,1,i,0.8,-3
CCS(=O)(=O)N1CCN(C(=O)CCC2CCCC2)CC1,1,1,-10,-7,-8,1,i,-0.8,-8
CCCn1cc(CN2CCC(N3CCC(C(=O)N4CCOCC4)CC3)CC2)c(C)n1,-3,1,-7,12,-2,-1,i,-0.3,-2
O=C(Nc1cccnc1)c1cc(-c2ccc(Br)cc2)on1,0,0,-4,-5,2,-3,i,0.1,2
Cc1ccc(Cl)cc1N1CCN(S(=O)(=O)c2cnc[nH]2)CC1,5,-2,-39,2,4,-2,i,-0.9,-1
C=CCNC(=O)NC(=O)COC(=O)[C@H](C)NS(=O)(=O)c1c(C)c(C)cc(C)c1C,0,4,-6,9,-11,0,i,-0.6,2
O=C(Oc1cccc(C(=S)N2CCOCC2)c1)c1ccccc1,-3,1,1,26,-3,-3,i,0.2,0
COc1ccc2c(c1)OC[C@H]1[C@H]2N2C(=O)c3ccc(C)cc3NC(=O)[C@@]2(C)[C@H]1c1ccccc1,-13,-1,90*,9,13,4,i,1.2,-1

# Source: PubChem BioAssay (several laboratories)
